# Screening results as filed in PubChem BioAssay.
# PKA-R2B act: activators of human PKA-R2B complex | P22694+P31323 | PKA-R2B holoenzyme dissociation, Cy5-IP20 fluorescence polarization; R2B truncated from residue 108, S112A mutant; 0% DMSO only, 100% 113 µM cGMP | activation, % at 11.4 µM | 340,000 compounds, 0.079% hits;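 active = activation above a cutoff set at the mean over all compounds plus 3 SD, cut at about 18% in these data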;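 also: higher means more holoenzyme dissociation and a rise in polarization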
# CAL PDZ FP-1: CAL PDZ (human) peptide binding inhibition; inhibition, % at 24.9 µM; purified CAL PDZ, TMR-peptide fluorescence polarization, 1 h; AID 602252; 300,000 compounds, 0.92% hits;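 active = mean inhibition of at least 30% with at least half of replicates also reaching 30%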;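 also: 0% = DMSO neutral control and 100% = excess unlabeled competitor peptide PRC23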
# CAL PDZ FP-2: human CAL PDZ-peptide interaction inhibition | purified CAL PDZ, TMR-peptide fluorescence polarization, 1 h | inhibition, % at 20 µM | 330,000 compounds, 0.02% hits | AID 504414;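 active = highest replicate inhibition of at least 40%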;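 also: plate controls were DMSO neutral control wells for no effect and unlabeled competitor peptide control wells for full effect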
#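 material = purified tagged CAL PDZ domain construct (CerCALP) | buffer or medium = sodium phosphate/NaCl buffer pH 7.4 with TCEP, IgG, Thesit | reagent = TMR-labelled reporter peptide T*-PRC34 bound in PDZ groove | incubation = 1 h room-temperature incubation prior to read | measured by = fluorescence polarization (mP) | evaluation = percent inhibition from loss of millipolarization | control set = unlabelled peptide and DMSO controls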
# Keap1 Nrf2 FP: inhibitors of human Keap1-Nrf2 protein-protein interaction. AID 504523. inhibition, % at 9.4 µM. 340,000 compounds, 0.15% hits. Keap1 Kelch-Nrf2 peptide fluorescence polarization, 1536-well. Q14145; in the data active = inhibition above about 12%;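 also: human Keap1 Kelch domain with fluorescein labeled Nrf2 9mer peptide probe; 0% = neutral control wells and 100% = peptide positive control; higher means more block of Keap1 binding to Nrf2 peptide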
# Target sequence (Q14145 whole entry, looked up, the tested form may be a part): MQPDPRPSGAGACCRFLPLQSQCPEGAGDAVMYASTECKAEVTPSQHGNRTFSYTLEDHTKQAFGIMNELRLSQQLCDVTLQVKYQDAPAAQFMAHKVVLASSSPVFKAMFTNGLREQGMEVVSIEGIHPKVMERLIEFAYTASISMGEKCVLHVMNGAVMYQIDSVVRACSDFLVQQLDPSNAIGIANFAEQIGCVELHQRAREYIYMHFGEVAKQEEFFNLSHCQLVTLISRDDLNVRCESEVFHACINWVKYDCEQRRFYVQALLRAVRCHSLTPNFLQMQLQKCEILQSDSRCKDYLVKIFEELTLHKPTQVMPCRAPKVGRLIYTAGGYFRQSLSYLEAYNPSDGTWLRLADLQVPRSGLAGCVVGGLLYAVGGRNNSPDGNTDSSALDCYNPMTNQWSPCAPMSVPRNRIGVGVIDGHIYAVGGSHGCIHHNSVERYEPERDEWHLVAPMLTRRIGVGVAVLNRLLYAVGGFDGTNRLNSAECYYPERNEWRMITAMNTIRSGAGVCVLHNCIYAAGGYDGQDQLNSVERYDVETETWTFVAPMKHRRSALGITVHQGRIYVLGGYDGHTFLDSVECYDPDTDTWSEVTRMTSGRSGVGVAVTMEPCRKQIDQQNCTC
# SR-BI DiI-HDL act: SR-BI HDL lipid transfer activation. CHO ldlA[mSR-BI] cells, DiI-HDL uptake fluorescence, 3 h; 100 = double the neutral-control signal. activation, % at 12.5 µM. 320,000 compounds, 0.096% hits;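 active = mean replicate activation of at least 60% and every replicate at or above 60%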;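 also: 0% = median plate neutral-control signal and 100% = twice that signal; values of inactives mirror those of a sister screen read the other way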
#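 System: LDL receptor-deficient CHO ldlA cells overexpressing murine SR-BI | Timing: 3 h uptake period with compound, 37 °C | Medium: HEPES-buffered (25 mM, pH 7.4) F12 plus 0.5% BSA | Dosing: Single-point compound dose | Signal: Bottom-read fluorescence, 550/595 nm | Read-out: Retained DiI signal reflecting DiI-HDL uptake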
# Rtt109 HAT inh: blocks Candida albicans Rtt109/Vps75 acetyltransferase activity. purified Rtt109/Vps75, ThioGlo CoA-SH fluorescence, 4 h. inhibition, % at 34.9 µM. 330,000 compounds, 0.16% hits;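 active = inhibition of at least 50% in every replicate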
# Target sequence (Q5AAJ8 whole entry, looked up): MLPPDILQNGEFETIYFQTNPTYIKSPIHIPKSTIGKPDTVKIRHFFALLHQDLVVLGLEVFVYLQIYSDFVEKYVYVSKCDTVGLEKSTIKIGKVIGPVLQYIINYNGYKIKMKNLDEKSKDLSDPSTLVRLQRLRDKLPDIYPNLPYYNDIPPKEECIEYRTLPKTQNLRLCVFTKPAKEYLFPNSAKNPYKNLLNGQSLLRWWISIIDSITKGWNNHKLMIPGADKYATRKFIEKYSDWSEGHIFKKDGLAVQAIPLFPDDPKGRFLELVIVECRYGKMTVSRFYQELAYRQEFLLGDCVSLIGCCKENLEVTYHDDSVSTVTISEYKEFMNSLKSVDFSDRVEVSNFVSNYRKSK
# LANA DNA inh: blocks KSHV LANA C-terminal domain binding to DNA. MBP-C-LANA/FAM-LBS DNA binding, fluorescence polarization. 340,000 compounds, 0.078% hits. AID 504423. inhibition, % at 9 µM;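 active = highest replicate inhibition at or above 60% at 9 µM, even if other replicates fall short; inactive = all replicates below 60% inhibition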;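 also: 0% = neutral control wells and 100% = 4 µM acridine orange control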
# RTF Ca sens act: increases calcium sensitivity of human cardiac regulated thin filaments | activation, % at 7.2 µM | 340,000 compounds, 0.24% hits | IANBD-labeled TnC RTF fluorescence at EC20 calcium; 0% EC20 calcium, 100% full calcium | AID 493008 | P19429+P45379;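 active = activation above the mean over all tested compounds plus 3 SD, cut at about 30% in these data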;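 also: rise in fluorescence read as greater calcium sensitivity of cardiac thin filaments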
# Cardiac RTF inh: cardiac RTF calcium desensitization | P19429+P45379 | IANBD-labeled cardiac RTF, Ca2+ fluorescence | inhibition, % at 7.15 µM | 340,000 compounds, 0.12% hits;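 active = inhibition above the mean inhibition of all tested compounds plus 3 SD, cut at about 17% in these data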;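 also: assay run at fixed EC70 calcium of 1.6 mM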
# DAGLB inh: diacylglycerol lipase beta (human) inhibition. Q8NCG7. HEK293T DAGLB membrane lysate, EnzChek fluorogenic substrate. inhibition, % at 5.17 µM. 340,000 compounds, 0.059% hits; in the data active = inhibition above about 34%;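 also: 0% = enzyme with vehicle and 100% = wells lacking enzyme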
# * hit, by the source's call; . = not tested or not shown; & = joins results of further samples.
SMILES,PKA-R2B act,CAL PDZ FP-1,CAL PDZ FP-2,Keap1 Nrf2 FP,SR-BI DiI-HDL act,Rtt109 HAT inh,LANA DNA inh,RTF Ca sens act,Cardiac RTF inh,DAGLB inh
CCn1nc(C)c(CNC(=O)CCc2nnc(-c3ccc(C(C)=O)s3)o2)c1C,-4,.,-0.2,-2,17,4,0.5,0,-1,0
CC(C(=O)Nc1ccc(S(=O)(=O)Nc2ncccn2)cc1)N1C(=O)c2ccccc2S1(=O)=O (centres undefined),-6,.,-0.5,0,-15,-2,-1.7,-7,0,1
CC(=O)OC(C(=O)N1CCN(c2ccccc2F)CC1)c1ccccc1 (centres undefined),6,-4,-2.6,0,29,6,-0.6,3,2,-1
NC(=O)c1ccsc1NC(=O)COC(=O)c1cc(Cl)ccc1O,6,-10,-2.4,-2,9,4,0.0,0,7,1
Cc1nnc(SCC(=O)N2CCN(C(=O)c3ccco3)CC2)n1-c1ccccc1,-1,2,-2.2,-1,19,10,1.2,6,-2,-1
COC(=O)[C@]1(Cc2ccccc2)N[C@H](CN(C)C(=O)COc2ccccc2)[C@@H]2C(=O)N(C)C(=O)[C@@H]21,14,-2,-0.4,0,-5,0,-0.1,2,-8,-2
Nc1ccc(Oc2ncccn2)c(Cl)c1,3,-5,-0.8,-2,15,18,-2.2,-6,-2,0
COc1ccc(-c2nc(SC)n(C)c(=O)c2C#N)cc1OC,-8,-2,-1.7,2,-6,-7,0.9,0,2,-4
Cc1ccc(C)c(NC(=O)CCn2nc(C)cc2C)c1,-5,-3,-0.1,-3,5,4,-1.0,-3,-2,-3
CCN(CC)S(=O)(=O)c1ccc(C)c(NC(=O)Cn2cnc3cc([N+](=O)[O-])ccc3c2=O)c1,-4,5,-0.1,2,-52,-5,0.9,4,3,1
CCOC(=O)c1c(-c2cccc3ccccc23)csc1NC(=O)C1C2CCC(O2)C1C(=O)O (centres undefined),4,-1,-1.8,-3,13,8,-0.6,-2,-6,9
COc1ccc(CC(=O)NC2CCCc3ccccc32)cc1 (centres undefined),11,2,0.0,-7,16,13,-1.8,5,-1,-1
C/C(=C\c1ccc(C)o1)C(=O)c1c(C)cc(C)[nH]c1=O,-8,1,-0.9,-3,38,8,0.2,-4,11,0
Cc1oncc1C(=O)Nc1cccc(C#N)c1,-8,1,-2.4,-3,35,-6,0.0,-1,3,2
Cc1ccc(C)c(NC(=O)c2cnn3ccccc23)c1,3,.,-0.5,1,18,0,0.2,-6,-3,1
CC(=O)Cc1nsc(NC(=O)c2cc(-c3ccc(Cl)c(Cl)c3)oc2C)n1,-2,3,-1.1,0,-28,-1,-1.1,-2,-7,-2
O=C(CNC(=O)c1ccccc1)OC(C(=O)Nc1cc(C(F)(F)F)ccc1Cl)c1ccccc1 (centres undefined),-9,-1,-0.6,-4,.,13,-0.1,-4,5,-4
CC(=O)Nc1ccc(NC(=O)COC(=O)c2n[nH]c3ccccc23)cc1,-7,.,-2.4,-4,-30,3,-0.4,1,2,-1
Cc1cc2c(cc1S(=O)(=O)Nc1cccc(C)c1C)OCC(=O)N2,6,.,-0.8,-3,-8,6,1.5,0,0,-1
COc1ccc(CCNC(=O)c2cc(S(=O)(=O)N(C)c3ccccc3)ccc2Cl)cc1,-3,-1,-4.3,-7,-13,3,1.3,7,-18,-3
Fc1ccccc1NC(=S)N(CCCN1CCOCC1)Cc1cccnc1,-1,-6,-0.5,-1,5,-5,-2.3,1,6,-2
COc1cc(C(=O)NCCNC(=O)c2ccco2)cc(OC)c1OC,-7,.,-4.9,-5,-6,13,-1.4,2,-5,11
COc1ccc(C2(C(=O)NCCCN(C)C)CCOCC2)cc1,3,.,0.0,1,13,4,0.3,5,-6,2
O=C(Nc1cccnc1Cl)c1noc2c1CCc1ccccc1-2,3,-5,-1.2,3,4,6,6.8,-5,6,-6
CCc1ccc(NC(=O)C(=S)NC2CCCCC2)cc1,-1,3,0.5,0,.,-5,0.5,-2,1,-11
O=C(Nc1ccc(N2CCOCC2)c(Cl)c1)c1ccc(-n2cnnc2)cc1,0,-4,-1.6,2,14,5,0.5,1,-2,0
COc1ccc(OC)c(NC(=O)C2=C(C)Nc3ncnn3C2c2cccs2)c1 (centres undefined),-7,0,-0.9,-3,.,-14,-0.8,2,0,-1
CC(C)c1ccc2nc(SCC(=O)NCC3CCCO3)c(C#N)cc2c1 (centres undefined),-7,-4,-3.2,-8,.,0,-1.3,5,-63,-1
COc1cccc(Nc2nc3ccccc3n2C(C)C)c1,-1,-3,-1.9,-5,-20,-7,-1.2,5,5,2
C/C(=N\NC(=O)Nc1ccccc1)c1ccccc1,-5,-3,-2.9,0,4,20,-0.6,-4,3,-4
CC(Sc1ccc(S(=O)(=O)N2CCN(C)CC2)cn1)C(=O)Nc1cccc(Cl)c1Cl (centres undefined),-4,.,-0.3,-1,-2,9,-0.8,2,1,-1
COc1ccc(CCNC(=O)CN2C(=O)c3ccccc3S2(=O)=O)cc1,5,1,0.1,2,-6,-19,-0.7,3,-9,0
Cc1ccc(-c2nc(CS(=O)CC(=O)NCc3ccco3)c(C)o2)cc1 (centres undefined),7,-1,-2.8,-2,6,3,-0.4,-9,-1,-4
CCOC(=O)c1cncc(O)c1,0,1,-2.6,-3,.,6,-0.7,-1,-6,-3
COc1ccc(S(=O)(=O)N2CCCCCC2)cc1C(=O)OCC(=O)NCC(C)C,-9,0,-1.3,-1,.,-4,2.8,-3,-5,-3
CC(C)CC(=O)Nc1nnc(S(=O)(=O)Nc2ccccc2)s1,0,-3,-0.8,-2,3,-11,0.8,-3,3,-2
FC(F)(F)c1cccc(Cn2cnc(NC(=S)NCCc3ccccc3)n2)c1,-1,-5,0.6,0,-1,-5,0.0,6,3,0
Cc1ccc(NS(=O)(=O)c2cccc(C(=O)N3CCOCC3)c2)cc1,-4,-6,.,-2,-5,4,-0.6,8,-1,-3
CCOC(=O)c1c(NC(=O)c2ccccc2C)sc2c1CC(C)(C)OC2,0,3,-4.3,-4,.,-11,-0.3,1,0,-15
COC(=O)c1sc2ncccc2c1OCc1cccc(Cl)c1,1,-1,0.7,-1,-39,-1,0.6,0,-8,-7
Cc1[nH]c2ccccc2c1CC(=O)O,13,-15,1.3,4,-1,1,1.4,3,-3,-4
CCOC(=O)C1C(=O)NC(N2CCOCC2)=NC1C(C)C (centres undefined),-16,0,.,-3,17,7,-0.3,12,-12,2
NC(=O)c1ccsc1NC(=O)COC(=O)CCOc1ccccc1,7,-3,-1.4,-9,8,-4,2.5,-3,3,5
CN(C1CC(C)(C)N(O)C(C)(C)C1)S(=O)(=O)CC12CCC(CC1=O)C2(C)C (centres undefined),0,-1,-1.7,3,-8,-10,1.6,3,-12,-1
COc1ccc(C(=O)N/C(=C\c2cccs2)c2nc3ccccc3[nH]2)cc1OC,-2,-4,.,-2,0,0,-2.6,9,-7,0
O=C(CN1C(=O)c2ccccc2C1=O)N1CCN(C(=O)c2ccco2)CC1,2,-8,.,-1,-11,3,-0.1,1,4,-1
c1ccc(NCCSc2nc3ccccc3s2)cc1,-5,-1,0.3,-1,-1,-1,-1.9,-5,2,-8
O=C(O)/C(=C\c1ccco1)NC(=O)c1ccccc1,-6,-4,-1.5,-8,3,1,3.6,2,-17,2
COc1cc(C(=O)N(c2ccc(C)c(C)c2)C2C=CS(=O)(=O)C2)cc(OC)c1OC (centres undefined),-3,-1,-0.4,-2,14,1,0.5,1,-25,1
CSCCC(NC(=O)c1ccco1)C(=O)N1CCN(Cc2ccccc2)CC1 (centres undefined),0,-3,0.2,0,12,-12,0.9,-4,4,0
CCOc1cc(-c2cc(N)n[nH]2)cc(OCC)c1OCC,1,.,0.0,-4,-1,-6,0.7,3,-6,-1
CCC(CC)NC(=O)c1cc(OC)c(OC)cc1[N+](=O)[O-],-6,-1,-1.4,4,15,2,-0.1,-2,1,-4
COc1ccccc1S(=O)(=O)Nc1cccc(-c2nnc3n2CCCCC3)c1,1,-6,-0.5,-5,.,7,-0.3,5,5,0
O=C(Nc1cccc2cccnc12)c1ccc(Cl)cc1,3,-14,-1.8,1,14,1,-0.2,-1,2,-7
COc1ccc2nc(NC(=O)CSc3nc(C)cc(=O)[nH]3)sc2c1,-2,-4,-1.3,-5,-12,9,0.1,8,8,0
CSC(=NC1CCCCC1)NS(=O)(=O)c1ccccc1,6&1,-1&-2,-1.7&-0.3,2&-3,-11&-12,1&6,-0.1&2.2,10&-6,-12&-12,-2&-3
CC1C2CC(C(CN(C)C)/C2=N/O)C1(C)C (centres undefined),-5,.,-1.1,4,-12,3,1.0,4,-6,-2
CN(C(=O)COC(=O)c1ccc(Cl)nc1)C1CCS(=O)(=O)C1 (centres undefined),-5,-4,0.1,1,23,-2,0.4,6,4,1
CCOC(=O)C1Sc2[nH]c(=O)sc2C(c2ccc(Cl)cc2)C1C(=O)OCC (centres undefined),-7,-6,0.9,1,10,2,-0.6,-5,4,14
O=C(CCN1C(=O)/C(=C\c2cccs2)SC1=S)NC1=NCCS1,-5,-6,-0.5,4,32,-4,0.0,-2,-2,8

# Entries above that contain a CF3 group (2):
SMILES,PKA-R2B act,CAL PDZ FP-1,CAL PDZ FP-2,Keap1 Nrf2 FP,SR-BI DiI-HDL act,Rtt109 HAT inh,LANA DNA inh,RTF Ca sens act,Cardiac RTF inh,DAGLB inh
O=C(CNC(=O)c1ccccc1)OC(C(=O)Nc1cc(C(F)(F)F)ccc1Cl)c1ccccc1 (centres undefined),-9,-1,-0.6,-4,.,13,-0.1,-4,5,-4
FC(F)(F)c1cccc(Cn2cnc(NC(=S)NCCc3ccccc3)n2)c1,-1,-5,0.6,0,-1,-5,0.0,6,3,0

# Further records follow:
SMILES,PKA-R2B act,CAL PDZ FP-1,CAL PDZ FP-2,Keap1 Nrf2 FP,SR-BI DiI-HDL act,Rtt109 HAT inh,LANA DNA inh,RTF Ca sens act,Cardiac RTF inh,DAGLB inh
Cc1ccc([N+](=O)[O-])c(OCC(=O)OCC(=O)c2ccccc2)c1,2,-1,-3.1,-2,24,-3,-0.8,3,-14,-2
Cc1ccc2cc3cc(C(=O)N4CC(C)CC(C)C4)oc3nc2c1 (centres undefined),0,-5,.,-3,-23,0,0.2,-3,-12,-10
COc1ccc(S(=O)(=O)N2CCC(C(=O)NCc3ccccc3)CC2)cc1OC,14,-1,0.3,2,4,-8,0.2,2,-4,-1
CC12CCC(C(=NO)C1=NO)C2(C)C (centres undefined),-11,-4,-0.3,-5,-3,1,-0.5,1,-9,-3
CC(C)(C)NC(=O)Cn1cnc([N+](=O)[O-])n1,-5,-2,-1.8,4,4,36,-0.1,5,-1,-3
